# Screens from PubChem BioAssay.
# KLK7 zymogen act – activators of human kallikrein-7 zymogen. purified proKLK7, EDANS-DABCYL substrate fluorescence; 100% is mature enzyme control, 0% vehicle. hit rate 0.9% among 370,000. AID 652039. activation, % at 7 µM;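 active means activation above the mean of all tested compounds plus 3 SD, computed per campaign excluding outliers beyond control limits, cut at about 13% in these data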
# UHRF1 binding – blocks human UHRF1 binding to methylated DNA | UHRF1 binding to methylated oligo, TR-FRET | inhibition, % at 4.4 µM | hit rate 0.75% among 370,000 | AID 687016; in the data active means inhibition above about 21%;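 further: UHRF1 SRA domain binding a hemimethylated CpG hairpin DNA probe; 0% = median of test compound wells and 100% = reference inhibitor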
# SIAE primary – human SIAE inhibition, primary screen | Q9HAT2 | SIAE FP-Rh probe binding, fluorescence polarization | inhibition, % at 9.66 µM | hit rate 0.69% among 370,000;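 active means inhibition above a cutoff: mean of compounds within the control limits plus 3 SD of those, cut at about 17% in these data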;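 further: 0% = plate median of compound wells and 100% = probe without SIAE protein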
# DDE Tn7 FP inh – DD(E)-Tn7 binding inhibition, primary FP screen; P02675; FP displacement of FITC-Tn7 peptide from fibrin DD(E); 0% = median of compound wells per plate; inhibition, % at 8.3 µM; hit rate 0.13% among 370,000; AID 720508;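 active means inhibition above the mean of compounds falling within the control limits plus 3 SD of them, cut at about 14% in these data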;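 further: 0% = plate median of compound wells and 100% = 10 µM Aha-Tn7 peptide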
# Target sequence (P02675 whole entry, looked up): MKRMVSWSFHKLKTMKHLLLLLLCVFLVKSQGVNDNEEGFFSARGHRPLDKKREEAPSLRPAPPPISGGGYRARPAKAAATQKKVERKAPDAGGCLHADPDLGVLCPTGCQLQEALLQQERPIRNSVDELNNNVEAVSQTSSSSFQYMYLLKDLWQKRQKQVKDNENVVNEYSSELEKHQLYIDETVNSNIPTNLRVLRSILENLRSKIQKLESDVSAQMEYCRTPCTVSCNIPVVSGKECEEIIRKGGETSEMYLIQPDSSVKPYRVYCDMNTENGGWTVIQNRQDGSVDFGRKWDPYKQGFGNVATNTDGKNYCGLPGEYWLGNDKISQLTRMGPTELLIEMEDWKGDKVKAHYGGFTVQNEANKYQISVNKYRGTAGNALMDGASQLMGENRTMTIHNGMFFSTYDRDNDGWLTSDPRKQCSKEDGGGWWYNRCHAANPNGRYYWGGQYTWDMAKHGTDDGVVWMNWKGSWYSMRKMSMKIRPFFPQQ
#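 Measure: % inhibition scaled between sample-field median and high-control FP; Test system: human fibrin DD(E); Quantity: 2 µM final DD(E) protein; Doses: one dose, 8.3 µM nominal; Schedule: compound with protein 10 min, then 3 h after probe, room temperature; Detection: fluorescence polarization; Medium: Tris buffer with calcium and detergent, pH 7.8.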
# PRMT1 inh – blocks human protein arginine methyltransferase 1 | Q99873 | recombinant PRMT1, activity-based probe fluorescence polarization | inhibition, % at 2.79 µM | hit rate 1.3% among 370,000;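 active means inhibition above about 21% made by adding two undisclosed values, limit read from the data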
# DDE Tn6 FP inh – inhibitors of Tn6 peptide binding to human fibrin DD(E); P02675; Fibrin DD(E) TRITC-Tn6 fluorescence polarization displacement; inhibition, % at 8.3 µM; hit rate 0.21% among 370,000; AID 720509;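 active means inhibition above a per-campaign cutoff: mean of compounds within control limits plus 3 SD, cut at about 15% in these data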;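 further: 0% = median of all compound wells on the plate and 100% = blocking peptide control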
# MBD2 DNA inh – blocks human MBD2 binding to methylated DNA; TR-FRET, MBD2 binding to methylated oligonucleotide; inhibition, % at 4.4 µM; hit rate 0.31% among 370,000; in the data active means inhibition above about 13%
# TCR-CD3 inh – blocks the human TCR-CD3 interaction | AID 651800 | hit rate 0.37% among 360,000 | inhibition, % at 9.4 µM | TAMRA-labeled TCR probe fluorescence, biochemical; in the data active means inhibition above about 19%;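 further: recombinant mutant TCR 2C K166C tagged with TAMRA read by polarization; 0% = receptor in buffer alone and 100% = receptor with positive control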
# TDP2 inh – TDP2 (human) inhibition, absorbance primary screen; O95551; recombinant TDP2, T5PNP hydrolysis, p-nitrophenol absorbance 415 nm; inhibition, % at 12.8 µM; hit rate 0.34% among 370,000; AID 720702;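 active means inhibition above the mean of all tested compounds plus 3 SD, set per campaign, cut at about 25% in these data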;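 further: 0% = DMSO with enzyme and 100% = buffer with substrate but no TDP2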
# Target sequence (O95551 whole entry, looked up): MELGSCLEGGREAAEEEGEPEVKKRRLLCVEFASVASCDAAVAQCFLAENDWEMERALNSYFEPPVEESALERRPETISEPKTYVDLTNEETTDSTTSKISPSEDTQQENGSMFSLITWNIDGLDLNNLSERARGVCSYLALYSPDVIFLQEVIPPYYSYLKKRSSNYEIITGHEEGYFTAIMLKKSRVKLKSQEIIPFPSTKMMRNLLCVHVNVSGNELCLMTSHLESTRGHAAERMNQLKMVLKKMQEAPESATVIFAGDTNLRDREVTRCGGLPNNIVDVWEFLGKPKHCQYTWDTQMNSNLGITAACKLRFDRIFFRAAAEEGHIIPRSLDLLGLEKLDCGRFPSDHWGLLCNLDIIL
#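 Assay system: Recombinant human TDP2 | Quantity: 120 nM TDP2 per well | Incubation: 2 h at 37 °C | Signal: Epi absorbance | Evaluation: Percent inhibition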
# LEDGF integ inh – blocks HIV-1 LEDGF/p75-dependent DNA integration. TR-FRET IN-LEDGF/p75 DNA integration, Eu/Cy5. hit rate 0.64% among 370,000. AID 743269. inhibition, % at 3.7 µM;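 active means inhibition above the screen-wide mean plus 3 SD, cut at about 13% in these data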;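 further: signal is the Cy5 over europium emission ratio at 671 and 618 nm; 0% = plate median of compound wells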
# The depositor's hits bear a star.
Compound	KLK7 zymogen act	UHRF1 binding	SIAE primary	DDE Tn7 FP inh	PRMT1 inh	DDE Tn6 FP inh	MBD2 DNA inh	TCR-CD3 inh	TDP2 inh	LEDGF integ inh
Oc1ccccc1-c1cnc2cccnn12	7.9	-4	4	5	-2	10	2	24*	-1	-3
Nc1nc(-c2ccco2)nn1C(=O)c1ccccc1Cl	0.2	0	1	-3	-1	-4	0	8	4	3
COc1nnc(-c2ccc(C)c(S(=O)(=O)NCC3CCCO3)c2)c2ccccc12 (stereo not given)	-0.2	-1	-4	0	0	5	-4	9	1	-2
Cc1ccc(S(=O)(=O)N2CCC(C(=O)Nc3ccc(N4CCOCC4)cc3)CC2)cc1C	-0.1	-1	3	-10	1	-3	-3	3	8	2
Nc1nc(-c2ccc(Cl)cc2)nn1C(=O)c1ccco1	-0.3	-4	-6	-1	-2	-2	1	0	12	-1
CCN(CC)C(=O)c1ccc(S(=O)(=O)N2CCC(c3nc4ccccc4s3)CC2)cc1	0.3	5	-10	2	0	3	2	-5	4	1
Cc1noc(C)c1CSc1ccccc1C(=O)O	-0.7	1	-3	-6	-4	4	4	2	-11	1
COc1cc(C2CC(=O)c3cnc(NC(=O)COc4ccccc4)nc3C2)cc(OC)c1OC (stereo not given)	-0.2	0	1	-2	-2	-4	-11	2	-4	1
CCCC/C(O)=C1\C(=O)CC(C)(C)CC1=NCCCCCC(=O)O	0.3	-1	-8	-2	-1	2	-2	8	-15	1
COc1ccc(NC(=O)CN(C)C(=O)c2cn(-c3ccccc3)nc2-c2ccc(F)cc2)cc1	0.5	9	-14	2	4	-6	4	-2	-1	2
CS(=O)(=O)Nc1ccc(OCc2ccccc2)cc1	0.2	-2	-1	-4	-1	11	-4	-2	8	-1
CCN(C(=O)CSc1ccccn1)C1CCCCC1	-0.1	-1	3	7	5	-1	6	7	-7	-7
Cc1cc(C(=O)N2CCC2(C)C(=O)NS(=O)(=O)c2ccc(F)cc2F)nn1C (stereo not given)	-0.1	-1	-1	-6	3	4	0	2	-2	0
CC(C)CN(C(=O)COC(=O)c1ccc([N+](=O)[O-])o1)C1CCS(=O)(=O)C1 (stereo not given)	0.1	-5	10	-7	-1	3	-7	11	-3	2
CC(C)Sc1cc(N2CCCC2)nc(-c2ccccc2)n1	0.4	-1	-3	1	-2	2	3	-3	1	-1
CCC(=O)NC(=S)Nc1ccc(NC(=O)c2ccc(C)c([N+](=O)[O-])c2)cc1	-0.6	1	-8	-2	0	-1	-5	3	7	2
COc1ccc(-c2ccc(/C=C3/C(=N)N4C=CSC4=NC3=O)o2)c([N+](=O)[O-])c1	-0.5	-4	0	8	3	4	-5	8	2	0
CCc1ccccc1NC(=O)c1ccc(NCCc2ccccc2)c([N+](=O)[O-])c1	-0.2	-2	-4	-1	-2	3	-3	7	3	-3
Cc1cc(C)cc(NC(=O)CN(C)S(=O)(=O)c2cccc3nsnc23)c1	0.7	0	-2	1	5	2	5	-6	-12	-4
CN(C)c1nc(N)c([N+](=O)[O-])c(N2CCCCCC2)n1	-0.3	-4	3	8	-3	0	1	0	3	2
O=C(O)c1cccc(CSc2n[nH]c(-c3ccc(Cl)cc3Cl)n2)c1	0.5	-2	-5	-2	-4	3	0	6	10	4
COC(=O)C1=CN(c2cc(C)cc(C)c2)C=C(C(=O)OC)C1c1ccc(OC)c(O)c1	-0.7	0	-1	4	-6	-4	-7	-4	-23	9
CC1=C[C@@H]2[C@H]3C(=O)N(Cc4ccccc4)C(=O)[C@H]3[C@@H]1[C@@H]1O[C@@]3(C(=O)N(C)c4ccccc43)C3=C(CCCC3=O)N21	0.9	1	-5	-4	-4	-6	0	2	1	3
COc1ccc(OC)c(S(=O)(=O)Nc2cccc(C(C)=O)c2)c1	0.1	-2	0	1	2	-4	-3	-1	6	-2
O=C(NCc1ccco1)C1CCCN1C(=O)Nc1cccc(Cl)c1 (stereo not given)	-0.1	8	1	2	-2	-2	-4	1	-5	-3
CNC(=O)c1cccc(NC(=O)c2cc(-c3ccccc3)nc3c2cnn3C(C)C)c1	-0.3	1	-87	-3	-4	-22	0	9	-16	4
COc1cccc(-n2nnnc2SCC(=O)Nc2ccc(NC(C)=O)cc2)c1	0.2	8	-2	5	3	3	2	-2	6	2
Cc1cc(C)c2nc(SC(C)C(=O)NCC(=O)Nc3ccc(F)c(F)c3F)cc(C)c2c1 (stereo not given)	0.5	3	-6	0	1	2	-2	-8	0	-2
Cc1cccc(C(C)C)c1NC(=O)COC(=O)c1cc2ccccc2oc1=O	-2.1	-1	7	-1	1	9	-1	-4	5	0
CON/C=N/C(=S)Nc1ncc(C(F)(F)F)cc1Cl	0.6	-2	-1	1	1	4	1	6	-4	-2

# 8 compounds out of the list, arranged by length of the SMILES, ascending:
Compound	KLK7 zymogen act	UHRF1 binding	SIAE primary	DDE Tn7 FP inh	PRMT1 inh	DDE Tn6 FP inh	MBD2 DNA inh	TCR-CD3 inh	TDP2 inh	LEDGF integ inh
Oc1ccccc1-c1cnc2cccnn12	7.9	-4	4	5	-2	10	2	24*	-1	-3
Cc1noc(C)c1CSc1ccccc1C(=O)O	-0.7	1	-3	-6	-4	4	4	2	-11	1
CS(=O)(=O)Nc1ccc(OCc2ccccc2)cc1	0.2	-2	-1	-4	-1	11	-4	-2	8	-1
CON/C=N/C(=S)Nc1ncc(C(F)(F)F)cc1Cl	0.6	-2	-1	1	1	4	1	6	-4	-2
O=C(O)c1cccc(CSc2n[nH]c(-c3ccc(Cl)cc3Cl)n2)c1	0.5	-2	-5	-2	-4	3	0	6	10	4
COc1nnc(-c2ccc(C)c(S(=O)(=O)NCC3CCCO3)c2)c2ccccc12 (stereo not given)	-0.2	-1	-4	0	0	5	-4	9	1	-2
CCC(=O)NC(=S)Nc1ccc(NC(=O)c2ccc(C)c([N+](=O)[O-])c2)cc1	-0.6	1	-8	-2	0	-1	-5	3	7	2
CC(C)CN(C(=O)COC(=O)c1ccc([N+](=O)[O-])o1)C1CCS(=O)(=O)C1 (stereo not given)	0.1	-5	10	-7	-1	3	-7	11	-3	2

# Further records.
# Results follow in this order: KLK7 zymogen act	UHRF1 binding	SIAE primary	DDE Tn7 FP inh	PRMT1 inh	DDE Tn6 FP inh	MBD2 DNA inh	TCR-CD3 inh	TDP2 inh	LEDGF integ inh
Clc1ccc(OCCSc2ncccn2)c(Br)c1
  0.1	-2	-3	6	0	2	0	9	-5	0
O=C(Nc1ncccc1O)c1ccc(S(=O)(=O)N2CCCC2)cc1
  0.1	2	-2	2	-1	-4	-4	-5	-3	3
O=S(=O)(NC1CCCC1)c1ccc(S(=O)(=O)NC2CCCC2)cc1
  0.2	-1	-2	3	0	-2	1	-5	-1	-2
Cc1cccc(NC(=S)N(CCc2ccncc2)C(C)C)c1C
  0.1	1	-3	-2	2	1	4	2	14	0
CC(=O)Nc1ccc(S(=O)(=O)NC2(c3ccccc3)C(=O)N(C)C(=O)N(C)C2=O)cc1
  0.2	-1	1	-1	3	6	-4	5	7	2
O=c1c(Cc2ccc(F)cc2)c(O)ccn1CCc1cnc[nH]1
  0.0	-1	-3	0	-3	-10	-5	6	-6	2
O=C(NNc1nc2c(F)cc(F)cc2s1)C1=COCCO1
  -0.4	0	3	-8	10	-8	-3	-4	-4	2
CCOC(=O)N1CCN(Cc2nnc(-c3ccccc3Cl)o2)CC1
  0.3	-1	6	-3	-7	2	0	3	-6	7
Cc1ccc(C(=O)NC=C(Cl)Cl)cc1
  -0.3	5	0	2	2	7	3	4	-1	1
CN(/C(=N\S(=O)(=O)c1ccccc1)C(F)(F)F)c1ccccc1
  -0.1	3	-5	2	4	-8	-1	-7	3	2
COc1ccc(S(=O)(=O)NNC(=O)c2cc3c4ccccc4n(C)c3s2)cc1
  -0.4	0	-3	2	2	-2	-3	1	-6	-3
COc1ccc(CCC(=O)NCCc2ccc(OC)c(OC)c2)cc1
  0.4	-1	6	8	0	1	-1	6	10	1
Cc1cc(N2CCN(c3ccccc3)CC2)n2nnnc2n1
  -0.1	5	-1	1	2	-2	6	-6	-5	-1
O=S(=O)(NCCC1=CCCCC1)c1ccccc1Br
  -0.4	-2	-4	2	-1	-1	2	0	10	3
COc1ccc(S(=O)(=O)N(C)CC(=O)N2CCN(c3ccc(F)cc3)CC2)cc1OC
  -0.4	5	-6	-8	1	-3	-4	-1	-3	1
COc1cc(C(=O)NCC(=O)NCCN2C(=O)S/C(=C\c3ccc4c(c3)OCO4)C2=O)cc(OC)c1OC
  1.1	-4	-7	4	1	6	-3	-1	-5	-3
COc1ccc(C(CNC(=O)CCNS(=O)(=O)c2ccc(Br)cc2)N2CCCC2)cc1 (stereo not given)
  0.0	-1	-2	0	2	1	5	-9	0	-3
CN(C)C(=O)Nc1ccc(Cl)c(Cl)c1
  1.0	0	5	-1	-1	12	2	1	-3	0
CCOC(=O)CCCNC(=O)CSc1nnc(-c2ccccc2)c(-c2ccccc2)n1
  -0.1	-3	-2	0	-2	5	0	8	9	6
CC(OC(=O)c1ccc(Cl)c(S(=O)(=O)N2CCc3ccccc32)c1)C(=O)Nc1ncc(Cl)cc1Cl (stereo not given)
  0.0	-4	-1	2	-3	-2	-6	3	-2	1
CCOC(=O)[C@]12CCC=C1N(Cc1ccc3c(c1)OCO3)C(=O)[C@H](CC(=O)N1CCSCC1)C2
  0.1	-4	2	-3	1	4	0	1	8	-6
CN=c1scc(-c2ccc([N+](=O)[O-])cc2)n1/N=C/c1ccco1
  -0.1	-3	11	9	1	4	-3	0	4	0
Cc1ccc(CNC(=O)C2CCN(S(=O)(=O)c3c(C)noc3C)CC2)cc1
  1.1	2	-3	2	0	2	4	-10	-1	1
CSc1cccc(NC(=O)CCS(=O)(=O)c2cccc3nonc23)c1
  0.6	1	-1	8	-1	-5	-3	2	4	0
COc1ccccc1-c1cc2nc(-c3ccccc3)cc(N3CCN(C(=O)c4ccoc4)CC3)n2n1
  -41	3	-24	0	-1	-3	1	-4	-11	10
